E coli growth: counter-screen for AddAB inhibitors: E. coli growth inhibition; E. coli V3065 growth, OD600 absorbance, 18 h; inhibition, % at 11.9 µM; 330,000 tested, 0.27% active;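 active = inhibition above the campaign's mean inhibition across all tested compounds plus 3 SD, cut at about 9.9% in these data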;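 note: uninfected addAB+ strain grown without phage in ampicillin broth; 0% = DMSO wells and 100% = ciprofloxacin 0.95 µg/ml wells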
CAL PDZ FP-1: inhibitors of human CAL PDZ peptide binding. Q9HD26. purified CAL PDZ, TMR-peptide fluorescence polarization, 1 h. inhibition, % at 24.9 µM. 300,000 tested, 0.92% active. AID 602252;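 active = mean inhibition of at least 30% with at least half of replicates also reaching 30%; inconclusive = no clear call, values can overlap the other calls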;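 note: 0% = DMSO neutral control and 100% = excess unlabeled competitor peptide PRC23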
Wnt act: Wnt/beta-catenin pathway activation | Wnt/beta-catenin reporter cell assay, activator, plate reader | activation, % at 9.35 µM | 300,000 tested, 1.2% active | AID 743398; in the data active = activation above about 30%, passing the limit was not always enough; inconclusive = no clear call, values can overlap the other calls;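 note: 0% = neutral control wells and 100% = positive control wells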
MITF act: activators of MITF-driven TRPM1 promoter activity in SK-MEL-5 cells; AID 588334; SK-MEL-5 TRPM1-promoter luciferase, 24 h; % of positive control, neutral wells = 0; 300,000 tested, 0.75% active; activation, % at 12.5 µM;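 active = mean activation of at least 80% with every replicate also reaching 80%; inconclusive = mean reaches 80% but some replicate falls short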;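 note: 0% = neutral control wells and 100% = parthenolide positive control wells; values of inactives mirror those of a sister screen read the other way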
SR-BI HDL uptake: mouse SR-BI HDL lipid transfer inhibition | inhibition, % at 12.5 µM | 320,000 tested, 0.96% active | ldlA[mSR-BI] CHO cells, DiI-HDL uptake fluorescence, 3 h;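 active = mean replicate inhibition of at least 70% and a set share of replicates each scoring 70 or more; inconclusive = meets just one of the two criteria; inactive = fails both criteria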;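 note: 0% = median of neutral control wells and 100% = median of positive control wells; values of inactives mirror those of a sister screen read the other way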
Target sequence (Q61009 whole entry, looked up): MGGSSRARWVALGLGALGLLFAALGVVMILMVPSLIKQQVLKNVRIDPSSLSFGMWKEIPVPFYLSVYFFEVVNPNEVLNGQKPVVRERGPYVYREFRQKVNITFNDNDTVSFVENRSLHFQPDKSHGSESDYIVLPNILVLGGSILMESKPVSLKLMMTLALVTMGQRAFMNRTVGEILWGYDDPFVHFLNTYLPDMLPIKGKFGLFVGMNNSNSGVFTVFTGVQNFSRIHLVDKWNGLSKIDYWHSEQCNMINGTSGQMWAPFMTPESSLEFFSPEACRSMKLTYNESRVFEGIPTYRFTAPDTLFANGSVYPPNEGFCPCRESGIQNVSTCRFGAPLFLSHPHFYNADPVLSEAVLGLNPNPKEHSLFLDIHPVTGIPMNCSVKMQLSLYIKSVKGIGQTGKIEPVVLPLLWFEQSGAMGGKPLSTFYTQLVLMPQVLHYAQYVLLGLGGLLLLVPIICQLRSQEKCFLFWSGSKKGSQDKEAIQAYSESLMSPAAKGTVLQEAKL
AddAB inh: less growth of phage-infected E. coli with AddAB | E. coli expressing H. pylori AddAB, absorbance growth | inhibition, % at 11.9 µM | 330,000 tested, 0.29% active | AID 435030; in the data active = inhibition above about 12%;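 note: 0% = vehicle wells of infected cells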
SR-BI uptake up: activators of SR-BI mediated HDL lipid uptake; CHO ldlA[mSR-BI] cells, DiI-HDL uptake fluorescence, 3 h; 100 = double the neutral-control signal; activation, % at 12.5 µM; 320,000 tested, 0.096% active;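 active = mean replicate activation of at least 60% and every replicate at or above 60%; inconclusive = mean or all-replicate condition met, but not both; inactive = mean below 60% and not all replicates reaching 60%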;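 note: 0% = median plate neutral-control signal and 100% = twice that signal; values of inactives mirror those of a sister screen read the other way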
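Test system: SR-BI-overexpressing, LDLR-lacking CHO cells. Measured by: DiI fluorescence, bottom read. Medium: Ham's F12 with 0.5% BSA, HEPES 25 mM, pH 7.4. Timing: 3 h uptake period with compound, 37 °C.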
CAL PDZ FP-2: human CAL PDZ-peptide interaction inhibition. inhibition, % at 20 µM. Q9HD26. 330,000 tested, 0.02% active. purified CAL PDZ, TMR-peptide fluorescence polarization, 1 h. AID 504414;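 active = highest replicate inhibition of at least 40%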;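 note: plate controls were DMSO neutral control wells for no effect and unlabeled competitor peptide control wells for full effect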
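Test system: tagged CAL PDZ domain / Buffer or medium: sodium phosphate/NaCl buffer pH 7.4 with TCEP, IgG, Thesit / Reagent: TMR-labelled reporter peptide T*-PRC34 bound in PDZ groove / Compound dosing: single point, 20 µM / Schedule: 1 h incubation at room temperature before polarization reading / Technique: fluorescence polarization (mP) / Benchmarks: unlabelled peptide, DMSO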
phage Ecoli inh: E. coli growth loss with phage present; 360,000 tested, 0.26% active; AID 651602; inhibition, % at 11.9 µM; growth absorbance; in the data active = inhibition above about 11%
Tat export inh: E. coli Tat transport inhibition | E. coli MC4100 TorA-mCherry Tat export, fluorescence | inhibition, % at 10 µM | 340,000 tested, 0.036% active;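 active = mean replicate inhibition at least 50% and at least half of replicates individually reaching 50%; inconclusive = only one of the two criteria met; inactive = neither criterion met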;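 note: exported cargo escapes ClpAP degradation while cytoplasmic cargo is degraded and loses fluorescence; 0% = median of neutral control wells and 100% = median of NaSCN control wells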
* = called active by the depositor; ? = inconclusive; . = no result given; & = joins results of further samples.

SMILES	E coli growth	CAL PDZ FP-1	Wnt act	MITF act	SR-BI HDL uptake	AddAB inh	SR-BI uptake up	CAL PDZ FP-2	phage Ecoli inh	Tat export inh
O=C(Nc1nc(-c2ccccc2)ns1)c1ccncc1	-0.6	-2	?	13	-6	1.2	6	-1.8	1.1	3
CCCCN(C)CCNS(=O)(=O)c1ccc2c(c1)n(C)c(=O)c(=O)n2C	-0.3	0	-3	.	13	-1.2	-13	0.1	2.7	-3
O=C(OCc1cccc([N+](=O)[O-])c1)c1cccnc1Cl	0.1	-5	-2	3	22	3.4	-23	-3.2	4.1	0
N#Cc1c(-c2ccccc2)oc(=O)c2ccccc12	-1.0	-2	0	.	0	0.8	0	-0.1	3.9	-4
Cc1ccc(S(=O)(=O)NCCCCCC(=O)Nc2ccccn2)cc1	-1.2	1	.	-10	-1	-0.4	1	.	2.4	-3
NNC(=O)c1csc(CS(=O)(=O)c2ccc(Cl)cc2)n1	-0.7	.	0	.	-14	-1.1	14	0.7	0.6	10
O=C(COc1cccc(C(F)(F)F)c1)NCC(c1ccco1)N1CCCC1 (centres undefined)	-0.8	-3	-4	0	2	2.2	-2	1.1	2.6	10
COc1ccc(Cc2nc3ccc(C(=O)NCc4ncc(C)[nH]4)cc3o2)cc1OC	-0.2	-4	2	3	-2	2.5	2	-1.1	4.4	3
COc1cc(C(=O)Nc2cc(C(F)(F)F)ccc2Cl)cc(OC)c1OC	-0.3	-3	.	-6	57	-0.2	-57	-1.6	2.0	2
CC(C)(C)OC(=O)C[C@@H]1C/C=C\C[C@@H](CC(=O)NCCO)C(=O)N[C@H](C(C)(C)C)COC1=O	0.9	-2	1	-1	-11	2.7	11	-0.4	1.8	-10
O=C(Cn1cnc2c(nnn2-c2ccccc2)c1=O)NCc1ccc(F)cc1	-0.9	.	-2	.	-17	-2.2	17	-0.6	2.0	-2
CCc1cccc(NS(=O)(=O)c2ccc(-n3cccn3)cc2)c1	-0.8	-4	-1	-1	-26	2.3	26	-2.4	3.1	8
O=C(CC12CC3CC(CC(C3)C1)C2)N1CCCOC1	-1.7	-4	.	.	-4	0.3	4	-4.5	3.4	0
CC1CCCC(C)N1c1ccc(S(=O)(=O)N2CCOCC2)cc1Cl (centres undefined)	0.4	4	-3	9	.	4.1	.	-1.3	0.9	13
COc1ccc(S(=O)(=O)n2c([N+](=O)[O-])cnc2C)cc1OC	-1.2	-3	0	-14	1	3.3	-1	.	-1.4	4
CCN(CC)CCNC(=O)CCn1nc(-c2ccc(Cl)cc2)ccc1=O	-4.1	-8	2	-12	-4	0.3	4	-0.7	-0.2	-4
O=C(CCc1ccccc1)OCCN1CCOCC1	-0.1	-1	.	1	-36	3.2	36	-0.9	-1.4	-9
Cc1ccc(S(=O)(=O)N2CCOCC2)cc1NC(=O)COC(=O)Cn1c(C)csc1=O	-1.1	-5	2	3	1	1.1	-1	-0.5	1.6	0
COC(=O)CNC(=O)c1cc(OC)cc(OC)c1	0.8	-5	-3	1	-12	0.2	12	-2.2	0.3	-3
COc1ccc(-c2nnc(SCC(=O)c3ccc(O)cc3O)o2)cc1	-0.2	.	3	23	.	1.1	.	-0.6	0.8	0
O=c1cc(O)c(-c2cccc(C(F)(F)F)c2)c(Cl)[nH]1	-0.3	-1	.	5	-28	2.1	28	-2.6	3.8	3
c1cc(CNCCNCc2ccncc2)ccn1	.	18	0	-3	-11	.	11	1.6	1.6	19
Oc1ccc(Br)cc1C=Nc1ccc2c3c(cccc13)CC2	-1.0	0	-4	-15	5	-0.3	-5	-0.2	3.2	-6
COC(=O)Nc1ccc(S(=O)(=O)N2CCC(C(=O)N3CCCCC3C)CC2)cc1 (centres undefined)	2.7	1	-2	-11	2	3.9	-2	-2.0	2.7	5
Cc1cc(N)c2cc(NC(=O)/C=C/c3ccccc3Cl)ccc2n1	8.5	-1	.	-99	.	3.0	.	-39	.	14
COc1ccc(CN2C(=O)c3ccc(C(=O)O)cc3C2=O)cc1	-2.5	0	0	-8	-12	-3.3	12	-0.8	2.1	7
COc1cc(/C=C/C(=O)O)cc(OC)c1OC	0.7	-5	1	-3	-7	-1.8	7	0.0	4.5	-5
C#Cc1ccc([C@H]2C=C(C(=O)NC3CC3)O[C@@H](OCC)[C@@H]2CCCO)cc1	-0.9	0	-3	12	2	2.1	-2	-0.2	2.2	6
Cc1c(C(=O)c2ccc(N(C)C)cc2)c2ccccn2c1CCC#N	4.2	3	0	8	73*	7.6	-73	1.9	7.2	1
COc1ccc(/C=C2\Sc3ccc(C(=O)N4CCOCC4)cc3N(C)C2=O)cc1	-2.2	-2	-2	5	51	1.2	-51	-1.9	0.0	-3
CSc1nnc(SCC(=O)NC(=O)c2ccccc2)s1	-1.3	-3	-2	20	2	-0.8	-2	-1.8	0.8	-8
CCOC(CCn1c(SCC(=O)NC2CCCC2)nc2ccccc2c1=O)OCC	-0.2	.	-3	-5	-25	-2.2	.	-2.5	0.4	2
Cc1ccc(SCc2ccc(C(=O)Nc3cc([N+](=O)[O-])ccc3C)cc2)cc1	2.0	-1	.	5	13	-0.3	-13	-2.4	-0.6	0
O=C(CNC(=O)N1CC(=O)Nc2ccccc21)NCc1cccc(Cl)c1	-0.3	5	-2	8	-15	1.2	15	-0.9	-0.6	10
O=C(Nc1cccc(-c2ccc(N3CCOCC3)nn2)c1)c1ccc(Cl)cc1	-1.8	-2	-2	84*	68	-0.3	-68	-2.5	3.2	-9
O=C(CSc1nnc(CNC(=O)c2c(F)cccc2Cl)o1)Nc1ccc2c(c1)OCCO2	-1.0	-4	.	7	6	-0.4	-6	.	3.4	12
CC(=O)c1ccc(N2CCN(C(=O)c3cc(S(=O)(=O)N4CCOCC4)ccc3C)CC2)cc1	-1.2	-2	-1	2	-5	-0.3	5	-1.9	1.6	-4
CCOc1cccc2sc(NC(=O)c3ccc(Br)s3)nc12	-0.9	.	9	31	31	-1.2	-31	-1.4	1.9	2
Cc1ccc2cc3c(N)c(C(=O)Nc4c(C)[nH]c(=O)[nH]c4=O)sc3nc2c1	0.8	-1	.	-11	-24	-0.2	24	-2.5	0.9	-1
CC1=C(C)C(OCCCl)N(c2cc(O)c(Cl)cc2F)C1=O (centres undefined)	0.7	6	1	10	5	2.5	-5	-0.4	0.5	4
O=C(CCN1C(=O)C2CC=CCC2C1=O)Nc1cccc(S(=O)(=O)N2CCCCC2)c1 (centres undefined)	1.8	.	0	0	24	2.3	-24	1.3	3.2	1
COc1cc(NC(=O)C(=O)NCCN(C)C)c(OC)cc1Cl	-1.1	-6	2	5	9	1.0	-9	-1.0	4.0	-8
O=C(COC(=O)c1ccccn1)c1ccc([N+](=O)[O-])cc1	0.4	-2	9	10	8	0.1	-8	-1.6	2.4	-7
OC(CNCCc1ccc(Cl)cc1Cl)COc1ccccc1 (centres undefined)	-0.2	64*	2	-4	-11	1.2	11	0.0	0.9	-10
Clc1ccc(-c2cc(-c3nnc4n3CCCCC4)c3ccccc3n2)cc1	2.5	-6	-6	-15	83*	4.0	-83	-2.1	0.1	7
O=C1NC(=S)S/C1=C\c1cc2ccccc2nc1N1CCCCC1	1.0	0	0	.	-48	2.8	48	-5.0	0.1	8
CN1C(=O)[C@H]2[C@@H](/C=C/c3ccccc3)N3C(=O)CN(CC4CC4)C(=O)[C@@]3(C)[C@H]2C1=O	3.3	0	-2	7	4	3.1	-4	-1.6	1.6	3
N#C/C(=C\c1c(N2CCC(C(N)=O)CC2)nc2ccccn2c1=O)C(=O)NC1CCCCC1	-0.3	.	-3	-2	6	5.2	-6	-3.8	1.7	-11
O=C(N=c1ccn(-c2nc3ccccc3nc2NS(=O)(=O)c2ccccc2)cc1)c1ccccc1Cl	-1.6	-5	3	7	28	1.4	-28	-3.8	4.2	-13
O=C(CCNS(=O)(=O)c1ccc(Cl)cc1)N1CCCCCC1	1.2	-1	-2	-5	-38	-2.2	38	-1.9	1.2	-2
Nc1cc(Cl)ccc1Oc1ccc2ccccc2c1	-2.0	-1	10	16	15	1.4	-15	.	0.2	-4
O=C(N/N=C/c1cc([N+](=O)[O-])ccc1O)c1cccc(N2CCCC2=O)c1	-2.0	.	3	-14	117*	3.5	-117	-1.3	2.0	-6
CCCCOc1ccc(-c2ncc(Cl)cn2)cc1	-0.4	-3	-2	105*	-2	2.5	2	-2.2	1.4	-3
N#CCCn1cc(C=C(C#N)C#N)c(-c2ccc(-c3ccccc3)cc2)n1	-2.1	0	.	15	-5	3.7	5	-0.2	2.8	1
Cc1ccc(C)c(-n2nnnc2SCC(=O)NCC2CCCO2)c1 (centres undefined)	-0.2	-4	-1	-3	-18	-1.6	18	0.3	1.2	-2
Nc1c2c(nc3ccccc13)CCCC2	-1.2&-3.4	0&-3	-3&-2	9&21	-13&11	2.1&-5.2	13&-11	-1.3&-0.3	3.5&0.5	1&-7&7
O=C(O)CCN1C(=O)c2ccc(NC(=O)c3cccs3)cc2C1=O	-2.8	3	.	4	-10	-0.2	10	-0.8	0.5	-6
COc1ccc(N(C(C)C(=O)N/N=C/c2ccc(OCC(C)C)cc2)S(C)(=O)=O)cc1 (centres undefined)	-2.6	-4	.	-10	57	2.9	-57	-1.8	3.7	12
CC(Nc1nc(-c2cccc(Br)c2)cs1)c1nc2cc(Cl)c(N3CCCCC3)cc2n1CCOCCO (centres undefined)	-1.5	-3	1	-12	75*	0.6	-75	0.8	2.9	-6
Cc1cc2oc(=O)cc(CN3CCC(C)CC3)c2cc1C	2.3	3	5	68	10	-0.8	-10	-0.7	2.6	3
(next part)
SMILES	E coli growth	CAL PDZ FP-1	Wnt act	MITF act	SR-BI HDL uptake	AddAB inh	SR-BI uptake up	CAL PDZ FP-2	phage Ecoli inh	Tat export inh
CCCc1cc(=O)[nH]c(SCC(=O)c2c(N)n(CC(C)C)c(=O)n(C)c2=O)n1	-0.8	-4	-2	-33	-28	-2.9	28	-3.5	0.5	9
CSc1nc(C)c2cc(C)oc2n1	2.0	20	0	7	.	-0.8	.	-0.5	3.1	-12
COC(=O)c1ccc(NC(=O)Nc2ccc(F)c(Cl)c2)cc1	10*	.	.	14	-34	9.3	34	-1.6	12*	-5
Cc1ccc(OCC(=O)Nc2ccon2)c([N+](=O)[O-])c1	0.0	1	24	?	-4	0.9	4	-2.9	-0.2	6
O=C(NCC1CCCO1)C1CCCN(c2ncccn2)C1 (centres undefined)	1.1	-2	2	-9	-9	4.3	9	.	0.8	0

Some of these compounds in order of their number in phage Ecoli inh, high to low.
SMILES	phage Ecoli inh
O=C(CCN1C(=O)C2CC=CCC2C1=O)Nc1cccc(S(=O)(=O)N2CCCCC2)c1 (centres undefined)	3.2
Cc1ccc2cc3c(N)c(C(=O)Nc4c(C)[nH]c(=O)[nH]c4=O)sc3nc2c1	0.9
CSc1nnc(SCC(=O)NC(=O)c2ccccc2)s1	0.8
